Source: PubChem (Fisher Drug Discovery Resource Center)
hcGAS inh: blocks human cGAS activity; Q8N884; 0.081% of 290,000 active; inhibition, % at 12.5 µM; recombinant h-cGAS, ATP depletion, Kinase-Glo luminescence;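 note: 0% = vehicle reaction and 100% = reaction without DNA for no activity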
Target sequence (Q8N884 whole entry, looked up): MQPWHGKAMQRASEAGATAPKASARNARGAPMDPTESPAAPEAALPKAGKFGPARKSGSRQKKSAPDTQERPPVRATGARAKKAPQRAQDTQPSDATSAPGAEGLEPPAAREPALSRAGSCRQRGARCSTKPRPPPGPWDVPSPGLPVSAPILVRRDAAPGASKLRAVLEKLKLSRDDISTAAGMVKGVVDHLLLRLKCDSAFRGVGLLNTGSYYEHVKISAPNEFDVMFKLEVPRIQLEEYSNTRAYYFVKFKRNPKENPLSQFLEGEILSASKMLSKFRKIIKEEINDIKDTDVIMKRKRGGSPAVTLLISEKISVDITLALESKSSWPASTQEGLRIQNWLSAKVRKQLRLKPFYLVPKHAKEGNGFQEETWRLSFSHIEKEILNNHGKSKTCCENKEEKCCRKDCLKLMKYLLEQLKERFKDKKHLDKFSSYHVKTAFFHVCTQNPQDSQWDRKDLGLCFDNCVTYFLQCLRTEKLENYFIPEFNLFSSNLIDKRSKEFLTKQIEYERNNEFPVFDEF
mcGAS inh: inhibitors of mouse cGAS. inhibition, % at 12.5 µM. Q8C6L5. recombinant cGAS, Kinase-Glo ATP depletion luminescence. 0.15% of 160,000 active;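 note: 0% = negative control wells and 100% = reference inhibitor with no enzyme activity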
NPYLR7 ag: activates Aedes aegypti NPYLR7 receptor; activation, % at 10 µM; AID 1259423; HEK293T NPYLR7/Galpha15, GCaMP6s calcium fluorescence; 0.15% of 270,000 active; in the data active = activation above about 40%;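 note: 0% = vehicle and 100% = reference agonist at the receptor; some compounds past the cut are filed as inactive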
* = called active by the depositor; · = no result given; & = joins results of further samples. Cut-off read from the data, not from the text of the source, unless noted: active = inhibition above about 40%; inactive = the rest.

No.	mol	NPYLR7 ag	hcGAS inh	mcGAS inh
1	CCOC(=O)CNC(=O)CSc1ccc2nnc(-c3ccc(C)cc3)n2n1	8	-6	-8
2	O=c1[nH]c2ccc(S(=O)(=O)Nc3ccc(N4CCOCC4)cc3)cc2o1	8	-4	·
3	COc1ccc(C(CC(=O)N(C)Cc2ccncn2)c2ccccc2)cc1 (stereo not given)	3	3	·
4	Cc1ccc(-c2cc3c(SCC(=O)NC4CCCC4)nccn3n2)cc1	0	-5	-8
5	FC(F)(F)c1ccc(-c2noc(CN3CCCC(CN4CCOCC4)C3)n2)cc1 (stereo not given)	-12	-2	·
6	CC(C)c1ccccc1NC(=O)C1CC12c1ccccc1-c1ccccc12 (stereo not given)	-2	-4	-2
7	O=C(NCC1Cc2cc(-c3cnccn3)ccc2O1)C1CCCc2c1[nH]c1ccccc21 (stereo not given)	11	-8	·
8	C1COC(COCc2nn3c(C4CC4)nnc3s2)C1 (stereo not given)	2	1	·
9	O=C(NCc1ccc(S(=O)(=O)N2CCCC2)s1)c1ccccc1[N+](=O)[O-]	17	-12	·
10	C#CCOc1ccccc1CN(C)CC(=O)Nc1c(C)nn(C)c1C	-10	-2	-8
11	CCOc1ccc2ncc(C#N)c(NCc3cccc(Cl)c3)c2c1	-1	-6	-7
12	CC1CN2C(=O)CN(C(=S)Nc3ccc(OC(F)F)cc3)CC2c2ccccc21 (stereo not given)	28	-12	-7
13	CC1(C)CC(=O)C2CN(CCCN3CCOCC3)CN=C2C1 (stereo not given)	8	-5	·
14	COCCCN(CC(=O)N1CCc2sccc2C1COc1ccccc1F)C(=O)c1ccco1 (stereo not given)	-3	-9	-7
15	COc1ccc(NC(=O)N2CCC3(CC2)C(=O)N(CC(=O)NCc2cccc(C(F)(F)F)c2)CN3c2ccccc2)c(OC)c1	15	-5	-5
16	CC(=O)Nc1cccc(NC(=O)Cn2nc(-c3cccs3)c3sc(N4CCCC4)nc3c2=O)c1	-2	-4	-10
17	COc1ccc(CCc2n[nH]c(=S)n2-c2ccccc2)cc1OC	4	-5	-6
18	COC(=O)CNS(=O)(=O)c1ccc(NS(=O)(=O)c2ccc(F)c(F)c2)cc1	-1	3	·
19	COC(=O)[C@H]1C[C@@H](O)CCN1S(=O)(=O)c1c(C)cc(OC)c(C)c1C	24	-7	-17
20	Cc1cc(N(C)C)ccc1NC(=O)c1occc1C	-4	-3	·
21	CCOC(=O)C1CCN(C(c2ccc(OC)c(OC)c2)C2Sc3nc(CC)nn3C2=O)CC1 (stereo not given)	-2	-7	-8
22	CCc1cccc(N=c2c([N+](=O)[O-])nn(-c3ccc(OC)cc3)n2O)c1	-7	-5	-9
23	Cn1cc(C2CN(c3ncccc3S(=O)(=O)N3CCCCC3)CCO2)cn1 (stereo not given)	1	-5	·
24	C=CCn1c(SCc2ccccc2C)nnc1-c1ccc(F)cc1	-4	-10	-7
25	COc1ccccc1-c1cc(C(=O)O)n2nc(-c3ccccc3)cc2n1	-4	-3	·
26	CC(C)N1CCC(CNC(=O)Nc2ccc3c(c2)OC2(CCCC2)O3)C1 (stereo not given)	15	-7	·
27	CCN(C(=O)c1csc(-c2ccc(C)cc2)n1)c1ccccc1	8	-8	·
28	C=CCNS(=O)(=O)c1cccc(C(=O)N2CCCC(O)(C(F)(F)F)C2)c1 (stereo not given)	3	-4	·
29	Cc1ncccc1OC1(C(=O)N2CC=CC2C(C)C)CCNCC1 (stereo not given)	-5	-8	-13
30	Cc1cc(F)ccc1S(=O)(=O)NCCc1csc2nc(-c3ccc(F)cc3)nn12	13	4	0
31	C=CCN1C[C@@H]2C[C@@H](C(=O)OCC)N(C(=O)c3ccno3)c3cccc(c32)C1=O	-1	-8	-6
32	Cc1ccc(CN(C)C(=O)Cc2nc(-c3cccnc3)n[nH]2)o1	-1	1	3
33	Cc1cccc(-n2c(-c3ccc(F)cc3)cc(C(=O)NCc3ccccc3)c2C)c1	-4	-10	-6
34	COc1ccc(C2N=C(SC)NC(C)=C2C(=O)OC(C)C)cc1 (stereo not given)	0	-6	·
35	Cc1cccc(-c2ncc(CNCCCN3CCOCC3)cn2)c1	3	-1	-9
36	CN(Cc1nc2ccc(F)cc2[nH]1)Cc1nc(-c2cccs2)no1	3	-5	-6
37	Cc1ccc(S(=O)(=O)OCC2CCCO2)cc1 (stereo not given)	8	-4	·
38	COCC(=O)Nc1cccc(-n2nc(OC(C)C)nc2-c2ccccc2F)c1	-16	1	0
39	CN1CCN(Cc2ccc(-n3cccn3)cc2)CC1C(=O)O (stereo not given)	10	-5	·
40	O=C(NCc1ccc2c(c1)OCO2)c1ccccc1NS(=O)(=O)c1ccc(OC(F)(F)F)cc1	2	-1	-4

Seven compounds drawn at random from those above, as already listed:
No.	mol	NPYLR7 ag	hcGAS inh	mcGAS inh
24	C=CCn1c(SCc2ccccc2C)nnc1-c1ccc(F)cc1	-4	-10	-7
31	C=CCN1C[C@@H]2C[C@@H](C(=O)OCC)N(C(=O)c3ccno3)c3cccc(c32)C1=O	-1	-8	-6
27	CCN(C(=O)c1csc(-c2ccc(C)cc2)n1)c1ccccc1	8	-8	·
33	Cc1cccc(-n2c(-c3ccc(F)cc3)cc(C(=O)NCc3ccccc3)c2C)c1	-4	-10	-6
23	Cn1cc(C2CN(c3ncccc3S(=O)(=O)N3CCCCC3)CCO2)cn1 (stereo not given)	1	-5	·
35	Cc1cccc(-c2ncc(CNCCCN3CCOCC3)cn2)c1	3	-1	-9
25	COc1ccccc1-c1cc(C(=O)O)n2nc(-c3ccccc3)cc2n1	-4	-3	·

(next part)
No.	mol	NPYLR7 ag	hcGAS inh	mcGAS inh
41	Cc1ccc(OCc2ccc(-c3nc(C#N)c(NCc4ccco4)o3)o2)cc1	0	-10	-9
42	O=C(NCCN1CCCc2ccccc21)[C@@H]1C[C@@H]2C=C[C@H]1C2	-2	-8	·
43	S=c1[nH]nc(-c2ccccc2Br)o1	1	12	·
44	CCOC(=O)N1CCN(CC(=O)N2N=C(c3cccc(C)c3)CC2c2cccc(OC)c2)CC1 (stereo not given)	28	-3	-5
45	C/C(=N/OC(=O)c1ccccc1C)c1ccc(Cl)cc1Cl	3	0	·
46	O=C(NC1CCS(=O)(=O)C1)c1cc([N+](=O)[O-])cc([N+](=O)[O-])c1 (stereo not given)	-2	-1	-1
47	CN1CCCC(C)(C(=O)NCc2cc(F)ccc2F)C1 (stereo not given)	1	-12	·
48	O=c1oc(-c2ccc(C(F)(F)F)cc2)nn1Cc1cc(Cl)ccc1O	-13	-4	·
49	Cc1c(Br)c(C(F)(F)F)nn1CC(=O)N1CCOCC1	13	-4	-7
50	CCN(CC(=O)NC)S(=O)(=O)c1cc(Br)ccc1F	9	-3	·
51	COc1cc(C)c(CN2CCN(C(=O)C3=COCCO3)CC2)cc1OC	9	-13	·
52	CCc1ccccc1NC(=O)CN(C)C(=O)C1CCN(C(=O)c2ccc(F)cc2F)CC1	2	2	·
53	CCOc1ccc(C(=O)Nc2ccc3oc(-c4cccc(I)c4)nc3c2)cc1[N+](=O)[O-]	10	1	-6
54	N#Cc1ccccc1CO[C@]1(C(=O)NC2CC2)CC(OCc2cccc(F)c2F)[C@H](O)[C@H](O)C1 (stereo not given in full)	·	-4	-6
55	O=C(CC1CC1)NC1CCc2[nH]c3ccc(Cl)cc3c2C1 (stereo not given)	12	-1	-5
56	Cn1ccn2ncc(C(=O)NCc3ccncc3)c12	12	-4	·
57	CC(C)Cc1n[nH]c(CN2CCOC2=O)n1	·	4	1
58	O=[N+]([O-])c1cccc(/C=C/c2nc(C=Nc3ccc(O)cc3)c(O)o2)c1	-1	-4	-6
59	COCCN1CCC(CN(C)c2nc3nonc3nc2NC2CCCC2)CC1	4	-9	·
60	N#CC(C=Nc1ccc(S(=O)(=O)NC(N)=O)cc1)c1nc(-c2ccc(Cl)cc2)cs1 (stereo not given)	2	-1	·
61	Cc1ccc(S(=O)(=O)N(CC(=O)N(Cc2ccccc2)Cc2cccn2Cc2ccc(F)cc2)CC(C)C)cc1	-9	-3	1
62	Cc1cc(-c2cccc(F)c2)nnc1N(C)CCNS(C)(=O)=O	2	-5	·
63	COC(=O)c1cc(CN2CCN(Cc3cccc(F)c3)CC2)cs1	5	-2	·
64	CC(C)CN1C(=O)CC(Sc2ncccc2C(=O)O)C1=O (stereo not given)	1	3	0
65	COc1ccc(CNC(=O)c2nnn(Cc3ccccc3)c2N)cc1	-1	-7	-7
66	CC/C(=C/C(=O)O)c1ccc(C)cc1	6	-5	-16
67	COc1ncccc1CNS(=O)(=O)c1ccccc1F	10	-10	·
68	O=S(=O)(c1ccc2c(c1)OCCO2)N1CCN(Cc2nnnn2-c2ccccc2)CC1	0	-9	-9
69	Cc1ccc(-c2ccc(=O)n(CCCNC(=O)NCc3ccccc3)n2)cc1	-1	-2	·
70	COC(=O)c1cc(NC(=O)c2cccs2)cc(C(=O)OC)c1	-7	4	·
71	Cc1cc(C)c(NC(=O)CSc2ccc(NC(=O)C(C)C)nn2)c(C)c1	0	0	·
72	Cc1c(Br)c(C(F)(F)F)nn1CC(=O)NC12CC3CC(CC(C3)C1)C2	20	-4	-8
73	O=C(NCc1ccc(F)cc1)c1ccccc1N1CCC(NS(=O)(=O)c2ccccc2)CC1	2	1	-5
74	C=C(C)Cn1c(=O)c2c(nc3n2CC(C)CN3CCc2ccccc2)n(C)c1=O (stereo not given)	1	-5	-6
75	CCCNC(=O)c1cccc(Nc2c(Oc3ccc(F)cc3F)cnn(C)c2=O)c1	27	-3	-5
76	O=c1c2c3c(sc2ncn1Cc1cc(Cl)cc2c1OCOC2)CCC3	-1	-4	·
77	CC1CCCCC1=NNC(N)=O (stereo not given)	-1	-2	-2
78	C=CCC(C)(C)CN1CCCC(CNC(C)=O)C1 (stereo not given)	7	-3	-10
79	COc1ccc(S(=O)(=O)Oc2ccc(-c3nc4cc(C)ccn4c3NC(C)(C)CC(C)(C)C)cc2OC)cc1	4	-9	-8
80	Cc1cc(C(=O)Nc2sccc2S(C)(=O)=O)c(C)s1	5	-4	·
81	Cc1ncc(CN2CCN(Cc3ccccc3F)C(CCO)C2)s1 (stereo not given)	-6&-1	-4&-7	-10
82	Cc1ccccc1-n1c(SCC(=O)NC2CC2)nnc1N1CCOCC1	-6	-7	·
83	Nc1c(S(=O)(=O)O)cc(Nc2cccc3ccccc23)c2c1C(=O)c1ccccc1C2=O	-15	-23	·
84	O=C(NCc1ccccc1)N1CCN(Cc2cccs2)CC1	0	-11	·
85	CN1C(=O)N(Cc2cccnc2)C(=O)C12CCN(CCc1ccccc1)CC2	4	3	-7
86	CSC1=N/C(=C\c2ccc(Br)cc2)C(=O)S1	4	-8	-3
87	c1csc(-c2noc(CN3CCN(C4CCc5ccccc5C4)CC3)n2)c1 (stereo not given)	1	1	·
88	COc1ccc(C)cc1S(=O)(=O)n1nc(C)cc1C	-6	-5	-4
89	CC(C)(C)NC(=O)N1CCn2cccc2C1c1ccccc1 (stereo not given)	8	-7	·
90	CCC(C)(C)C1CCc2sc3ncnc(NCCN4CCOCC4)c3c2C1 (stereo not given)	10	-10	·
91	Cc1n[nH]c(C)c1CCNC(=O)c1cn(CCc2ccccc2)nn1	8	-4	-10
92	CN(Cc1ccccc1C(F)(F)F)C(=O)c1ccc(-n2cc(NC(=O)c3cccnc3)cn2)cc1	3	-7	-12
93	COc1ccc(-c2c3c(=O)n(Cc4cccnc4)ccc3nc3ncnn23)cc1	3	-7	·
94	COCCNC(=O)c1cc2n(n1)CCN(CC1CC1)C2=O	0	-7	-5
95	CC(=O)c1cccc(NC(=O)Cn2c3ccc(C)cc3c3ncn(Cc4ccccc4)c(=O)c32)c1	-4	-4	-7
96	CC(=O)c1ccc(NC(=O)CC(NCCC2=CCCCC2)C(=O)O)cc1 (stereo not given)	0	-10	·
97	CN(C)c1ccc(N)cc1CN(Cc1ccco1)C(=O)c1cccc(F)c1	-6	-10	·
98	CCC(=O)N1CCN(C(=O)Nc2ccc(OC3CCCC3)cc2)CC1	7	-12	·
99	O=C(CSc1nnc(Nc2ccccc2Cl)s1)N1CCCCC1	10	-9	·
100	Cc1cc(NC(=O)CN(C)Cc2ccco2)no1	9	-6	·

Further results follow.
No.	mol	NPYLR7 ag	hcGAS inh	mcGAS inh
101	CC(O)(CC(=O)N1CCC2(CC1)OC(=O)c1ccccc12)C(F)(F)F (stereo not given)	7	-2	·
102	Cc1ccccc1-n1nc(C(C)(C)C)cc1NC(=O)CN(CCc1ccccc1)C(=O)CSc1ccccc1	·	-6	-5
103	COC(=O)c1cccc(CSc2nnc(-c3cccc(OC)c3)n2-c2ccccc2)c1	·	5	1
104	CN(CC(=O)Nc1ccc(F)cc1)C(=O)CN1C(=O)CSc2ccccc21	-18	5	0
105	Cc1ccccc1OCCSc1nc2ccccc2[nH]1	11	-4	·
106	Cc1cc2nc(-c3ccccc3)c(N3CCCN(C(=O)c4cccnc4Cl)CC3)nc2cc1C	5	-4	-6
107	O=C(Cc1cccs1)Nc1nnc(SCC2CC2)s1	1	-5	-8
108	NC(=O)c1csc(NC(=O)c2cc(F)c(Cl)nc2Cl)n1	5	-13	·
109	CCOC(=O)c1cn[nH]c1S(=O)(=O)N(C)c1ccccc1	-4	-5	-8
110	Cc1cccc(CN2CCN(c3ccc(Cl)cc3Cl)C(=O)C2C)c1 (stereo not given)	1	-5	-7
111	COc1ccccc1-c1ccc(N2C[C@@H](C)O[C@@H](C)C2)nn1	-13	1	-1
112	COc1ccc2[nH]cc(CCNS(=O)(=O)c3ccc4[nH]cc(C(=O)O)c(=O)c4c3)c2c1	1	-3	-3
113	Cc1ccc(NC(=O)c2ccccc2)c(NC(=O)CC2C=CS(=O)(=O)C2)c1 (stereo not given)	·	-5	-9
